Bioassay records from PubChem BioAssay.
KCNQ2 block: KCNQ2 potassium channel inhibitors, primary screen, cell-based, CHO-K1, FluxOR thallium flux, B-score (AID 2156) | Potassium voltage-gated channel subfamily KQT member 2 (Rattus norvegicus), O88943 | 20 min; hits give low values | B-score at 10 µM | 1.1% of 310,000 active;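 active = fluorescence ratio B-score at most minus 3 library SDs, with starting brightness B-score within 2 library SDs, cut at about -5.5 in these data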
CHT block: inhibitors of human choline transporter CHT | High affinity choline transporter 1 (Homo sapiens), Q9GZV3 | CHT-expressing cells, membrane potential dye, choline response; hits give low values | B-score at 10 µM | 0.86% of 310,000 active;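 active = B-score over 3 SD under the library average, and starting fluorescence ratio not unusually high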;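 also: choline stimulus applied at its EC90 after an EC20 pre-addition; B-score computed on integrated fluorescence ratio after choline addition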
Target sequence (Q9GZV3 whole entry, looked up): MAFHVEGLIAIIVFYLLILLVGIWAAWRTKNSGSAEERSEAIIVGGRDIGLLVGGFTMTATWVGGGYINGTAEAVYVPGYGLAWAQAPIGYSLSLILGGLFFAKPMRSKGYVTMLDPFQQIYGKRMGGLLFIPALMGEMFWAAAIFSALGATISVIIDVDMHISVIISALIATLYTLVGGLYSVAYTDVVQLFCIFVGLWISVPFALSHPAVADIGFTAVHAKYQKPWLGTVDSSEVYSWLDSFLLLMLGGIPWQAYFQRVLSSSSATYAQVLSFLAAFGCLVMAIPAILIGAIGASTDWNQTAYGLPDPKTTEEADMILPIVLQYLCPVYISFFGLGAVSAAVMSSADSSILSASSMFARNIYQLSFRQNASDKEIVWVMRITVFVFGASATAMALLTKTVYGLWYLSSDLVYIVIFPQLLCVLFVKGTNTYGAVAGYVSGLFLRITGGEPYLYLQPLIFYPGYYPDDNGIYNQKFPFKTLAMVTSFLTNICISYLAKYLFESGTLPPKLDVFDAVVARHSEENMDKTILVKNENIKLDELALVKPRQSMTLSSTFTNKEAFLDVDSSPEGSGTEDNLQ
Kir21 block: inhibitors of mouse Kir2.1 inward-rectifier potassium channel; Inward rectifier potassium channel 2 (Mus musculus), P35561; HEK293-Kir2.1, FluxOR thallium flux fluorescence; hits give low values; B-score at 10 µM; 0.85% of 310,000 active; AID 1672, 2009;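 active = fluorescence ratio B-score at or below minus 3 SD of library scores, with starting-brightness B-score within 2 SD, cut at about -4.2 in these data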;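 also: channel flux triggered by added potassium and thallium sulfate stimulus; B-score of peak minus minimum fluorescence over baseline after thallium stimulus; more negative B-score means stronger Kir2.1 block with less thallium influx; some compounds called inactive have numbers as strong as hits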
Target sequence (P35561 whole entry, looked up): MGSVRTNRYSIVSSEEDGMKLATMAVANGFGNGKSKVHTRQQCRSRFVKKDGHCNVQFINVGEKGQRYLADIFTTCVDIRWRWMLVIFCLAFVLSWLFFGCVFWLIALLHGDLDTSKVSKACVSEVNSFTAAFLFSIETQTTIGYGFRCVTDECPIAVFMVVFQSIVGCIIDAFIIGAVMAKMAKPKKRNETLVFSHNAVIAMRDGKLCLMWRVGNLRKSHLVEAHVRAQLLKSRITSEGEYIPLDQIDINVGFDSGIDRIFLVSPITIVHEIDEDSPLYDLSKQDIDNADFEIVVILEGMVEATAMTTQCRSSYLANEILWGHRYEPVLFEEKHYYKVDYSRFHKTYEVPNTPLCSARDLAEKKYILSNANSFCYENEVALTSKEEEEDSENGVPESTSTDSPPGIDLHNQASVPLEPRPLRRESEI
* marks the source's active call; other numbers are inactive results; i = inactive; · = not tested or not shown.

SMILES	KCNQ2 block	CHT block	Kir21 block
Oc1ccc(Cl)cc1-c1cc(C(F)(F)C(F)F)nc(-c2ccccc2)n1	i	i	2.49
CCOP(=O)(OCC)c1nc(-c2ccc(C)cc2)oc1NCc1ccccc1	i	i	1.34
CCC(=O)NCCNc1nc2cc(C)cc(C)c2cc1C#N	i	i	1.69
O=C(Nc1nnc(-c2ccc(Cl)cc2)o1)C1=COCCO1	i	i	1.48
CC(Sc1ccc(Cl)cc1)C(=O)NCC(c1ccco1)N1CCCCC1 (configuration not stated)	i	i	-2.46
COc1ccc(S(=O)(=O)N2CCN(CC(=O)Nc3cccc(OC)c3)CC2)cc1	i	i	-0.18
CN(CCOc1ccccc1)C(=O)C1CCC(=O)N(CCN2CCOCC2)C1 (configuration not stated)	i	i	-0.44
ClCc1csc(-c2ccc(Cl)cc2)n1	i	i	0.36
CCCc1cc2c(=O)c(-c3ccc4c(c3)OCCO4)c(C)oc2cc1OS(C)(=O)=O	i	i	0.66
N#Cc1ccc(/C=N/NC(=O)CCc2ccc(S(=O)(=O)N3CCOCC3)cc2)cc1	i	i	0.95
CC1CC(C)CN(C(=O)COC(=O)CNS(=O)(=O)/C=C/c2ccccc2)C1 (configuration not stated)	i	i	-0.13
c1ccc(Cn2nnnc2C(c2ccccn2)N2CCOCC2)cc1 (configuration not stated)	i	i	0.79
CCOC(=O)Cn1nc(C)c(NC(=O)COc2ccccc2[N+](=O)[O-])c1C	i	i	-0.06
Cc1ccc(N(C(=O)CNC(=O)c2ccco2)C(C(=O)NC2CCCCC2)c2cccnc2)cc1C (configuration not stated)	i	i	0.63
Cc1ccc(N2CC(C(=O)Nc3ccc(C)c(S(=O)(=O)N(C)C)c3)CC2=O)cc1 (configuration not stated)	i	i	1.81

Compounds listed so far containing a furan ring, fused or not (2):
SMILES	KCNQ2 block	CHT block	Kir21 block
CC(Sc1ccc(Cl)cc1)C(=O)NCC(c1ccco1)N1CCCCC1 (configuration not stated)	i	i	-2.46
Cc1ccc(N(C(=O)CNC(=O)c2ccco2)C(C(=O)NC2CCCCC2)c2cccnc2)cc1C (configuration not stated)	i	i	0.63

Next section
SMILES	KCNQ2 block	CHT block	Kir21 block
Cc1ccc(C#N)c(SCc2nnc(-c3ccc(Cl)cc3)o2)n1	i	i	0.98
CCN(CC)S(=O)(=O)c1ccc(S(=O)(=O)N(Cc2ccccn2)Cc2ccco2)cc1	i	i	-0.02
O=S1(=O)N=C(N(Cc2cccs2)c2ccc(O)cc2)c2ccccc21	i	i	-2.76
Cc1nc(N)nc(N)c1CCCc1ccc(Cl)c(Cl)c1	i	i	-7.81*
COC(=O)Nc1nc(C)c(C(=O)N(C)C)s1	i	i	-0.01
CC(CC(=O)NCc1ccc(Cl)cc1)c1ccccc1 (configuration not stated)	i	i	-1.98
CCn1c(SCC(=O)NCc2ccc3c(c2)OCO3)nc2c(c1=O)SCC2	i	i	-0.68
Cn1c(=O)c([N+](=O)[O-])c(-n2ccnc2)c2ccccc21	-6.05*	i	-1
Cn1c(-c2ccncc2)nc2ccccc21	i	i	-0.05
CSc1ccccc1NC(=O)CN(Cc1ccc(Cl)cc1)S(C)(=O)=O	i	i	-2.36
Cc1cc(C)cc(OCC(=O)NCc2nc(-c3ccccc3)no2)c1	i	i	0.1
O=C(N/N=C/C(Br)=C/c1ccccc1)NC1CCCCC1	i	i	-0.14
COC(=O)[C@@H]1CCCN1Cc1nc(Cc2ccc(OC)c(OC)c2)no1	i	i	-0.44
O=c1ccc2cc3c(-c4ccccc4)coc3cc2o1	i	i	0.44
Cc1ccc2nc(NCc3ccco3)c(C=NCc3ccco3)c(=O)n2c1	i	i	-2.59
CCn1c(O)c(N=NC(=O)Cn2ccc(C(F)(F)F)n2)c2ccccc21	i	i	-0.57
COC(C(=O)Nc1ccc(Br)cc1F)c1ccccc1 (configuration not stated)	i	i	-0.19
CCOC(=O)c1cccc(-n2c(C)nc3ccccc3c2=O)c1	i	i	-0.01
Cn1c(-c2ccccc2)cc2ccccc21	i	i	-0.59
CCCC(=O)N1c2ccc(-c3csc(N)n3)cc2CC1C (configuration not stated)	i	i	-0.02
O=C(CCN1CCCCC1)Nc1cccc(Br)c1	i	i	0.15
CCOC(=O)C1(Cc2ccccc2)CCN(Cc2cnc(N3CCOCC3)s2)CC1	i	i	-0.54
CCOC(=O)C(=N/O)/C(C)=N/NC(=O)C(=O)Nc1ccc(Cl)cc1	i	i	-0.94
Cc1cc(C(=O)COC(=O)COc2ccc(C#N)cc2)c(C)n1C1CC1	i	i	2.14
CN(C)S(=O)(=O)c1cccc2c1C(=O)c1ccccc1C2=O	i	i	1.07
Cc1ccc2c(c1)N(C(C)C(=O)NCc1cccs1)C(=O)CO2 (configuration not stated)	i	i	-0.34
Cc1c(C=Nc2ccc(S(=O)(=O)CCO)cc2)c(O)[nH]c(=O)c1C#N	i	i	1.41
Cc1ccc(CSc2nc3ccncc3[nH]2)cc1	i	i	-0.84
CC#CCCCC(=O)Nc1ccccc1C(=O)O	i	i	0.25
O=C(CSc1nnc(-c2cccs2)n1Cc1ccco1)c1ccc2c(c1)OCO2	i	i	-4.78*

In the list so far, these contain an NH in an aromatic ring:
SMILES	KCNQ2 block	CHT block	Kir21 block
Cc1c(C=Nc2ccc(S(=O)(=O)CCO)cc2)c(O)[nH]c(=O)c1C#N	i	i	1.41
Cc1ccc(CSc2nc3ccncc3[nH]2)cc1	i	i	-0.84

Going on with the list.
SMILES	KCNQ2 block	CHT block	Kir21 block
Cc1nc(N2CCOCC2)nc2c1CCCC2	i	i	0.2
Nc1nc(-c2cc(-c3ccccc3)no2)cs1	i	i	3.64
COc1ccc(N2CCN(C(=O)c3nn(C)c4c3CS(=O)(=O)c3ccccc3-4)CC2)cc1	i	i	-0.05
CCN(CC)C(=O)C1CCN(CC2CC=CCC2)CC1 (configuration not stated)	i	i	0.59
CCOc1ccc(OCC)c(NC(=O)CN2CCN(c3cc(C)ccc3C)CC2)c1	-5.63*	i	-0.06
O=C(NC1CCCc2ccccc21)c1ccc(S(=O)(=O)N2CCOCC2)cc1 (configuration not stated)	i	i	0.02
CC1CCCCN1Cc1c(C#N)c2ccccc2n1C (configuration not stated)	i	i	-0.64
O=C(NCc1ccc(F)cc1)c1cc2ccccc2o1	i	i	0.52
Cn1nccc1C(=O)OCC(=O)Nc1ccccc1	i	·	-0.63
Cc1ccccc1NS(=O)(=O)c1ccc(NC(=O)c2nc3ncccn3n2)cc1	i	i	0.11
Cc1n[nH]c(=O)nc1NC(C)c1ccccc1 (configuration not stated)	i	i	-0.13
CCC(NC(=O)c1ccc2nc(Cc3ccc(OC)cc3)oc2c1)c1ccncc1 (configuration not stated)	i	i	-1.08
Cn1c(SCC(=O)N/N=C/c2ccco2)nc2ccccc21	i	i	-0.07
COc1cccc(C2C(C(=O)c3ccco3)=C(O)C(=O)N2CCN(C)C)c1OC (configuration not stated)	i	i	1
CCN(CC)CCN1C(=O)c2ccccc2NC1c1ccccc1F (configuration not stated)	i	i	0.88
CC(=O)Nc1ccccc1NC(=O)c1cc(C)ccc1C	i	i	0.55
CC(C)Cn1c(-c2csc3c2CCCC3)n[nH]c1=S	i	i	0.05
Cc1c(C(=O)c2ccccc2)c2ccccn2c1CCC#N	i	i	0.35
[2H]C(CCOS(N)(=O)=O)c1ccccc1 (configuration not stated)	i	i	-0.72
O=C(NC(=S)Nc1c(Cl)ccc2nsnc12)c1ccco1	i	i	-1.32
CCN(Cc1nc(-c2ccccc2)no1)C(=O)c1ccc2c(c1)OCO2	i	i	0.61
COCCNc1nc2c(c(=O)n(Cc3cccc(Br)c3)c(=O)n2C)n1C	i	i	0.26
O=C(c1csc2c1CCCC2)N1CCN(c2ncccn2)CC1	i	i	-0.93
COc1ccc(CCN2CN(S(=O)(=O)c3ccccc3)c3nc4ccccc4nc32)cc1	i	i	1.04
O=C(COc1ccc(Cl)cc1Cl)N/N=C/c1ccc[nH]1	i	i	0.14
COc1ccc(CN(C)C(=O)C(Cc2ccccc2)NC(=O)c2ccccc2)c(OC)c1 (configuration not stated)	-6.69*	i	-0.02
CS(=O)(=O)N(Cc1ccccc1)c1ccc(C(=O)Nc2ccc(C(N)=O)cc2)cc1	i	i	2.69
CCOC(=O)CN1C(=O)SC(CC(=O)Nc2nccs2)C1=O (configuration not stated)	i	i	-0.31
Cc1nn(-c2cc(Cl)ccc2N)c(=O)c2ccccc12	i	i	1.33
CCn1c(SCCN2CCCCC2)nnc1-c1ccc(S(=O)(=O)N2CCOCC2)cc1	i	i	-1.38

Rewritten field by field: 3 of the compounds above.
O=C(c1csc2c1CCCC2)N1CCN(c2ncccn2)CC1
  KCNQ2 block = i
  CHT block = i
  Kir21 block = -0.93

COc1ccc(CCN2CN(S(=O)(=O)c3ccccc3)c3nc4ccccc4nc32)cc1
  KCNQ2 block = i
  CHT block = i
  Kir21 block = 1.04

O=C(COc1ccc(Cl)cc1Cl)N/N=C/c1ccc[nH]1
  KCNQ2 block = i
  CHT block = i
  Kir21 block = 0.14

Remaining list, next part:
SMILES	KCNQ2 block	CHT block	Kir21 block
O=C(NCc1ccc(Cl)cc1Cl)C1CCN(S(=O)(=O)c2ccc3c(c2)OCCCO3)CC1	i	i	0.02
COC(=O)c1cc(Br)c(=O)n(-c2ccc(OC)cc2)c1	i	i	-0.63
CC(C)(C)CN1CCC(Oc2cccc(C(=O)N3CCC[C@H]3CO)c2)CC1	i	i	-0.36
CCCNC(=O)C(=O)c1cccn1-c1ccsc1C(=O)OC	i	i	0.5
O=C(CN1CCC(NC(=O)C2CCCCC2)CC1)Nc1cccc(F)c1	i	·	-1.03
Cc1ccc(/C=C/C(=O)Nc2cc(S(N)(=O)=O)ccc2O)cc1	i	i	-0.11
O=C(O)c1ccc2c(c1)C(=O)N(c1cccc3ccccc13)C2=O	i	i	-0.8
O=C(CNCc1ccc(Cl)cc1)Nc1ccc(C(=O)N2CCCCCC2)cc1	i	i	0
COc1ccc(-c2cc(=O)n(CCC#N)[nH]2)cc1	i	i	1.03
CC(/C=N/N1CCN(c2ccc(C)cc2)CC1)=C\c1ccccc1	i	i	0.57
CN(C)c1nc(Oc2ccc(C(=O)OCC(=O)Nc3ccccc3)cc2)nc(N(C)C)n1	i	i	-0.81
C=CCn1c(COc2ccccc2)nnc1SCC(=O)N/N=C/c1ccc(C)cc1	i	i	-1.93
COc1ccc([N+](=O)[O-])cc1NC(=O)Cn1ccsc1=N	i	i	-1.26
Cc1cc(C)c2nc(NNC(=O)c3ccc(S(=O)(=O)N4CC(C)CC(C)C4)cc3)sc2c1 (configuration not stated)	i	i	-1.38
O=C(NNC(=O)C1CC(c2cccs2)=NO1)Nc1ccccc1 (configuration not stated)	i	i	-0.2
CCCCOC(=O)c1c(C)oc2ccc(NS(=O)(=O)c3ccc4c5c(cccc35)C(=O)N4)cc12	i	i	-0.8
O=C(NN=C1C2CC3CC(C2)CC1C3)c1ccncc1	i	i	-1.9
CC(C)(C)c1ccc(C(=O)N2CCC(NC(=O)c3ccccc3)CC2)cc1	i	i	1.18
C=CCn1sc(=N)c(C#N)c1N	i	i	0.1
O=C(CNC(c1ccccc1)c1ccccc1)Nc1ccccc1-c1ccccc1	-6.3*	i	-2.07
COc1ccc(-c2nc3n(n2)C(c2ccncc2)C(C(N)=O)=C(C)N3)cc1 (configuration not stated)	i	i	1.87
CCOC(=O)N1CCN(C(=O)CCCCCn2c(=S)[nH]c3ccsc3c2=O)CC1	i	i	-1.1
C=CCc1c(C)nc(C)nc1N/N=C/c1ccccc1	i	i	0.77
Cc1ccccc1Cn1ccc(NC(=O)c2cnn3c2NC(c2ccccc2)CC3C(F)(F)F)n1 (configuration not stated)	i	i	-0.14
O=C1c2ccccc2NC2(CCCC2)N1NS(=O)(=O)c1ccccc1	i	i	0.36
COc1ccc(-c2csc(Nc3ncccc3C)n2)cc1OC	i	i	-1.11
O=C(CSc1nnc(COc2ccccc2Cl)o1)NC(=O)NCc1ccco1	i	i	-0.01
COc1cccc(C(=O)Nc2cccc3c2ccc2cccn23)c1	i	i	-0.48
c1ccc2c3c(cc(N4CCOCC4)c2c1)OC1(N2CCOCC2)CCCCC1O3 (configuration not stated)	i	i	0.55
O=C(CN1C(=O)CCC1=O)Nc1nc2c(F)cc(F)cc2s1	i	i	-0.71
O=C(CCc1cccc(Cl)c1)NC1CCCN(Cc2ccccc2F)C1 (configuration not stated)	i	i	-0.02
COCCNC(=O)C(C(=O)c1ccc(F)cc1)n1cc(C)ccc1=O (configuration not stated)	i	i	1.19
COc1ccc2oc(=O)c(N3C(=O)c4ccccc4C3=O)cc2c1	i	i	-0.27
Cc1c(C(=O)NC2CCOC2)oc2c(F)cccc12 (configuration not stated)	i	i	1.33
Cc1cc(/C=N/NC(=O)Cn2c3ccccc3c(=O)c3ccccc32)c(C)n1-c1ccccc1	i	i	2.31
CCCC(=O)Oc1ccc(C2NC(=O)c3ccccc3O2)cc1OC (configuration not stated)	i	i	1.14
O=C(CSc1ccccc1)N1CCc2ccccc21	i	i	0.62
CCSC1=NCCN1C(=O)c1ccc(S(=O)(=O)N(CC)CC)cc1	i	i	-0.48
CCn1c(SCc2cccc(F)c2)nc2c(c1=O)SCC2	i	i	-1.12

A few values from above.
Kir21 block with `O=C(CCc1cccc(Cl)c1)NC1CCCN(Cc2ccccc2F)C1` (configuration not stated) → -0.02
Kir21 block with `CCn1c(SCc2cccc(F)c2)nc2c(c1=O)SCC2` → -1.12
Kir21 block with `CCCC(=O)Oc1ccc(C2NC(=O)c3ccccc3O2)cc1OC` (configuration not stated) → 1.14
